Screening results: PubChem, Sanford-Burnham Center for Chemical Genomics
H9c2 TAG inh = triacylglycerol accumulation inhibition; H9c2 cells, Nile Red lipid (TAG) fluorescence; cells loaded with 200 µM oleic acid; inhibition, % at 12.5 µM; actives 0.66% (n = 230,000);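 active = pattern-corrected inhibition of lipid staining of at least 50% with the nuclear-stain viability signal not falling by more than 50%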;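 note: 0% = DMSO wells and 100% = triacsin C control wells; some results filed as inactive read as strong as hits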
H9c2 TAG inh DAPI viability = second read-out of H9c2 TAG inh, no call of its own (marks repeat the call); DAPI nuclei signal change (viability), lower = more cytotoxic, %;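 whole-well DAPI fluorescence read on a plate reader as a viability signal; minus 50 percent equals half of cells still viable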
Active calls of the source: *; & = joins results of further samples.

Values run as follows: H9c2 TAG inh, H9c2 TAG inh DAPI viability
- C[C@@H]1CN([C@H](C)CO)C(=O)CCCn2nncc2CO[C@H]1CN(C)Cc1ccc2c(c1)OCO2
  -16.3, 9.7
- COc1ccc(C(=O)Nc2ccc(N3CCOCC3)cc2)cc1S(=O)(=O)NC1CCCC1
  -7.4, 2.8
- Cc1ccc(CC(=O)Nc2nncs2)cc1
  17.7, -2.4
- O=C(CSc1nnc(CNC(=O)c2c(F)cccc2Cl)o1)NCc1ccc2c(c1)OCO2
  -4.8, -0.5
- Cc1ccc(S(=O)(=O)NC(=O)C2(C)CCN2C(=O)Cc2cccs2)cc1 (stereo not given)
  -2.4, -2.1
- CC1(C)CCc2cc(-c3ccnc(=S)[nH]3)ccc2O1
  -9.9, 3.1
- C=CCNC(=O)C(C(=O)OCC)C1CCCCC1 (stereo not given)
  2.5, -2.7
- COC(=O)NCC(c1cccnc1)N1CCN(c2ccccc2F)CC1 (stereo not given)
  5.3, 2.2
- CC(C(=O)N1CCN=C1c1ccccc1)N1C(=O)c2ccccc2C1=O (stereo not given)
  6.6, 4.2
- CCOC(=O)Cc1ccc(NS(=O)(=O)c2ccc(SC)cc2)cc1
  6.0, -7.6

Values run as follows: H9c2 TAG inh, H9c2 TAG inh DAPI viability
- CC(C)[C@H](NC(=O)c1ccco1)C(=O)OCC(=O)N1CC(=O)Nc2ccccc21
  3.2, 6.6
- O=c1cc(/N=C/c2coc3cc(Br)ccc3c2=O)[nH]c(=S)[nH]1
  8.4, -0.9
- COC(=O)Cc1ccc(NC(=S)N2CCN(c3cccc(O)c3)CC2)cc1
  -13.9, 14.2
- CCN(CC)S(=O)(=O)c1ccc(/C=C/C(=O)Nc2ccc(F)cc2F)cc1
  13.1, -14.0
- COc1ccc2oc(=O)c(C(=O)NCc3ccccn3)cc2c1
  9.0, -7.8
- COc1ccc2nc(SCC(=O)/C(C#N)=C(\C)N)[nH]c2c1
  -6.6, 9.4
- O=C(Nc1ccc(Cl)cc1)c1ccc(Br)cc1F
  -4.9, -7.0
- CS(=O)(=O)N(CC(=O)NCC1CCCO1)Cc1ccc(Cl)cc1 (stereo not given)
  -15.7, 12.5
- CN(C)CCOC(c1ccc(Cl)cc1)c1ccccn1 (stereo not given)
  -2.7&14.2, -1.2&-21.8
- Cn1cc(S(=O)(=O)N2CCCC(C(=O)O)C2)cn1 (stereo not given)
  -21.9, 13.3

Values run as follows: H9c2 TAG inh, H9c2 TAG inh DAPI viability
- CC(=O)Nc1ccc(NC(=O)c2cc(S(=O)(=O)N3CCCCC3)ccc2N2CCOCC2)cc1
  -4.3, 5.9
- O=c1[nH]c2ccc(NC(=S)Nc3ccc(F)cc3)cc2[nH]1
  0.8, 2.2
- COCC(=O)Nc1cc(Cl)ccc1C
  1.8, -0.8
- Cc1ccccc1NC(=O)Cc1nc(COC(=O)CCOc2ccccc2)cs1
  14.1, 3.7
- CN(C)S(=O)(=O)N1CCC(CO)(Cc2cccc(C(F)(F)F)c2)CC1
  -4.4, 2.2
- COc1cc(C=O)ccc1OCC(=O)N1CCOCC1
  11.4, 11.2
- CC1=C(C(=O)OC(C)C)C(c2coc3ccccc3c2=O)C2=C(CCCC2=O)N1 (stereo not given)
  -11.3, -9.2
- CCCn1c(C(Cc2ccccc2)NC(=O)COC)nc2ccccc21 (stereo not given)
  -18.9, 3.0
- O=C1O[C@H]([C@@H](O)CO)C(O)=C1O
  -0.6, -2.7
- Cc1c(Cl)cccc1NC(=O)CCCn1nc([N+](=O)[O-])cc1C
  1.8, 11.2

Values run as follows: H9c2 TAG inh, H9c2 TAG inh DAPI viability
- O=S(=O)(NC1CC1)c1ccc(S(=O)(=O)N(Cc2ccccn2)C2CC2)cc1
  -9.9, 13.8
- O=C(Nc1ccc(F)cc1)c1cc(S(=O)(=O)N2CCOCC2)cs1
  -5.9, -2.0
- Nc1c(C(=O)N2CCOCC2)sc2nc(N3CCOCC3)c3c(c12)CCCC3
  1.5, -4.7
- C=CC[n+]1c(-c2ccc(Cl)cc2Cl)csc1Nc1ccc(NC(C)=O)cc1
  -33.5, -5.9
- CC(C)c1cc(=O)n2[nH]c(N)nc2n1
  -4.4, -7.2
- CC(=O)c1ccc(N2Cc3ccccc3/C2=N\C(=O)Nc2ccc(Cl)cc2)cc1
  14.8, 0.7
- CC(c1ccccc1)N1C(=O)c2ccccc2C1O (stereo not given)
  -22.4, 7.1
- Cc1ccnc(NC(=O)CN2C(=O)c3ccccc3C2=O)c1
  9.7, -11.6
- O=c1oc(-c2cccc([N+](=O)[O-])c2)nc2ccccc12
  7.3, -0.6
- CCn1cc(C(=O)NCC2CCCO2)c(=O)c2cc(S(=O)(=O)N(C)C3CCCCC3)ccc21 (stereo not given)
  16.9, -8.7

Values run as follows: H9c2 TAG inh, H9c2 TAG inh DAPI viability
- COc1ccccc1-n1cnnc1SCC(=O)c1ccc[nH]1
  -19.1, 11.4
- CN(CC(=O)Nc1ccccc1Cl)C(=O)COC(=O)c1ccc([N+](=O)[O-])cc1Cl
  2.4, 5.5
- Cn1cccc1/C=C1/SC(=S)N(CC(=O)O)C1=O
  14.9, -6.9
- COc1cc(C(=O)NCC(=O)NCCN2C(=O)S/C(=C\c3ccccc3Cl)C2=O)cc(OC)c1OC
  -7.1, -4.5
- COc1ccc(OCc2cc(C(=O)N(C)C3CCOC3)no2)c(Cl)c1 (stereo not given)
  15.0, 2.5
- COc1ccc(C2=NC(CO)(CO)CO2)cc1
  7.2, 1.0
- CC(C)(C)c1ccc(S(=O)(=O)N2CCN(C(=O)C3=COCCO3)CC2)cc1
  -7.8, 4.8
- CC(C)=C1CCC(C)CC1=NNC(N)=S (stereo not given)
  -3.4, -18.3
- CCCOc1ccc(F)cc1-c1cc(C(=O)NCc2cc(C(F)(F)F)cc(C(F)(F)F)c2)[nH]n1
  21.6, 5.1
- Cc1ccc(C)c(C(=O)OCC(=O)Nc2cccc(S(=O)(=O)N3CCCCC3)c2)c1
  -13.5, 7.0

Values run as follows: H9c2 TAG inh, H9c2 TAG inh DAPI viability
- CC(C)CC(=O)Nc1cccc(NC(=O)c2ccccc2Cl)c1
  0.8, -12.8
- CC(=O)N1CCN(S(=O)(=O)c2cccc(C(=O)NC3CC3)c2)CC1
  -1.4, 2.8
- Cc1cccc(N(C(=O)CNC(=O)c2ccco2)C(C(=O)NC2CCCC2)c2ccncc2)c1 (stereo not given)
  -2.5, -0.7
- O=C(CSc1cccc2cccc(Cl)c12)NC1=NCCS1
  11.2, -12.4
- O=C(Nc1cccc2[nH]c([C@H]3C[C@H](O)[C@@H](CO)O3)nc12)NC(c1ccccc1)c1ccccc1
  7.1, -4.9
- N=c1n(Cc2ccc(Cl)cc2)c2ccccc2n1CC(O)c1ccco1 (stereo not given)
  -43.2, 6.7
- COc1ccc(S(=O)(=O)NCCOc2ccccc2)cc1F
  -7.9, -5.2
- COc1ccc(C2OC[C@H]3O[C@H](O)[C@H](NC(C)=O)[C@@H](O)[C@@H]3O2)cc1 (stereo not given in full)
  0.7, 0.7
- O=C(Nc1cccc2ncccc12)c1ccc2c(c1)OCCO2
  -4.1, 2.7
- CCCS(=O)(=O)NC(=O)C1(C)CCCN(C(=O)C(C)(C)Oc2ccc(Cl)cc2)C1 (stereo not given)
  1.0, 2.9

Values run as follows: H9c2 TAG inh, H9c2 TAG inh DAPI viability
- NC(=O)NC(=O)COC(=O)c1cccnc1Nc1ccccc1F
  -3.1, 0.7
- Cc1ccc(S(=O)(=O)NCC(=O)NCC(=O)OCC(=O)N2CC(=O)Nc3ccccc32)cc1C
  9.8, -5.0
- Cc1ccc(CN2CCC(n3nccc3NC(=O)CCOc3ccccc3)CC2)o1
  -9.2, 10.9
- CCCCn1c(SCC(=O)N(CC)C2CCS(=O)(=O)C2)nnc1C(CC)N(C)C (stereo not given)
  6.2, -2.0
- COc1cc(-c2cc(NC(C)=O)c3ncc(-c4ccc(F)cc4)n3c2)cc(OC)c1OC
  9.7, -10.2
- Cc1ccc2cccc(OCC(=O)N3CCc4ccccc43)c2n1
  -3.1, -8.3
- COC(=O)/C=C/c1cccc([C@H]2[C@@H]3C=CC[C@@H](C)[C@@H]3C(=O)N2Cc2ccccc2)c1
  -6.6, -4.9
- CCOc1ccc(C(=O)NCCC2=CCCCC2)cc1OCC
  -0.4, 2.0
- CCOc1ccc(NC(=O)CN(C)C(=O)c2sc3ccccc3c2Cl)cc1OCC
  -9.6, 1.9
- Cc1cc(C)nc(Nc2ccccc2Cl)n1
  2.9, -4.0

Values run as follows: H9c2 TAG inh, H9c2 TAG inh DAPI viability
- COc1ccc(CN2C(=O)C(CC(=O)NCCN3CCOCC3)CC(C(=O)N3CCOCC3)=C2C)cc1 (stereo not given)
  3.0, 8.9
- COCC(COS(N)(=O)=O)Cc1ccccc1 (stereo not given)
  -20.7, 11.7
- O=C(NCc1cccc(C(F)(F)F)c1)c1cccc(S(=O)(=O)N2CCN(Cc3ccccc3)CC2)c1
  -9.2, 3.4
- COc1ccc(O)c(CN2CCC(n3nccc3NC(=O)CCOc3ccccc3)CC2)c1
  -7.2, 7.4
- Cc1noc(C)c1COC(=O)c1ccc(S(=O)(=O)NCc2ccco2)cc1
  -5.9, -5.7
- CCOc1ccc(-n2c(SCC)nc3c(c2=O)SCC3)cc1
  -5.8, 4.5
- CC(=O)N(CCCNC(=O)c1ccccc1)C(=O)c1ccccc1
  -10.8, 1.9
- O=S(=O)(Nc1cccc(S(=O)(=O)N2CCCCC2)c1)c1ccccc1F
  -7.7, 0.0
- O=C(NCC1CCCO1)c1ccc(NC(=O)c2ccc(Br)cc2)cc1 (stereo not given)
  -0.3, 9.7
- COc1ccccc1OCCC(=O)OCC(=O)Nc1ccc2c(c1)OCO2
  13.4, -39.9

Values run as follows: H9c2 TAG inh, H9c2 TAG inh DAPI viability
- CC(=O)c1ccc(NC(=O)CN2C(=O)NC3(CCc4ccccc43)C2=O)cc1 (stereo not given)
  3.2, -6.8
- CC(=O)N1c2ccccc2N(Cc2ccc(C)cc2C)C(=O)C1(C)C
  31.7, -33.8
- Cc1cc(=O)[nH]c(SCC(N)=O)c1C#N
  17.9, -1.6
- Cc1sc(NC(=O)Cn2nc(C(F)(F)F)cc2C)c(C(=O)OC(C)C)c1C
  13.1, -1.5
- CC(C)(C)OC(=O)NCCCCCNC(=O)c1[nH]cnc1C(=O)Nc1ccon1
  -1.7, -9.4
- NC(=O)/C(=C\c1ccco1)NC(=O)c1ccco1
  -7.0, 2.7
- CN(C)S(=O)(=O)c1cccc(-c2nnc3n2CCCCC3)c1
  4.0, 4.5
- Cn1ccnc1CC(C)(O)c1ccccc1 (stereo not given)
  -12.2, 4.9
- CC(CN1CCOCC1)OC(=O)C(C)(c1ccccc1)c1ccccc1 (stereo not given)
  -4.2, -13.1
- CCOC(=O)C1CCCN(C(=O)c2sc3nc(-c4ccc(F)cc4)cn3c2C)C1 (stereo not given)
  -11.1, -4.6

Values run as follows: H9c2 TAG inh, H9c2 TAG inh DAPI viability
- CC(C)O/N=C1\C(=O)N(c2ccccc2)c2ccccc21
  16.9, -6.6
- Nc1ccc(Sc2ccccc2)nc1
  -12.7, 1.9
- Cc1onc(-c2ccccc2)c1C(=O)Nc1nnc(N2CCCCCC2)s1
  -2.4, 1.9
- COc1ccc(/C(C)=N/Nc2cccc(C(=O)O)c2)cc1OC
  25.4, 4.7
- Cc1ccc(C(=O)C(c2ccccc2)N2Cc3ccccc3C2=N)cc1 (stereo not given)
  -14.2, 26.5
- CCN(c1ccccc1)S(=O)(=O)c1ccc(C(=O)NCCCn2ccnc2)cc1
  5.8, 6.5

Not all compounds are listed; count on the stated rates, not on these rows.
